Bioassay records from PubChem BioAssay.
PAX8 reporter – inhibitors of PAX8-driven TPO luciferase reporter, primary screen, RMG-I cells, single concentration; SteadyGlo, 24 h; inhibition, % at 12.6 µM; actives 1.2% (n = 360,000); AID 652154, 2013;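 active means mean replicate inhibition at least 60% with every replicate also reaching 60%; inconclusive means only one of the two criteria is met; inactive means mean below 60% and not all replicates reaching 60%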;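 further: luciferase light reporting Pax8 driven TPO promoter activity; plate controls were median of neutral control wells for no effect and mitoxantrone controls for full effect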
Casp6 inh – human caspase-6 inhibitors, primary screen, biochemical, VEID-R110 fluorescence, single point, set 2; P55212; purified caspase-6, Z-VEID-R110 cleavage fluorescence; inhibition, % at 12.5 µM; actives 0.53% (n = 350,000); AID 686996, 2013;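 active means mean inhibition across replicates at least about 35%, with every replicate also reaching that limit, limit read from the data; inconclusive means only one of the two criteria met; inactive means neither criterion met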;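 further: 0% = median of neutral control wells and 100% = no fluorescence left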
Target sequence (P55212 24-179 limits assumed): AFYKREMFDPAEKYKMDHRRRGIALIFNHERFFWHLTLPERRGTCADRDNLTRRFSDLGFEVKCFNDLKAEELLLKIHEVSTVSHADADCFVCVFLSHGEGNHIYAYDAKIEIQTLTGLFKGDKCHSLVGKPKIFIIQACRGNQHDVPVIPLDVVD
Target sequence (P55212 194-293 limits assumed): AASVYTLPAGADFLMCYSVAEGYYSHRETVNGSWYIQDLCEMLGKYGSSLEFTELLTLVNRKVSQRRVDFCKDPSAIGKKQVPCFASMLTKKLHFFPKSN
FN deposition inh – inhibitors of fibronectin matrix deposition, primary screen, AH1F cells, Alexa488-fibronectin fluorescence, plate reader | AH1F fibroblasts, overnight | inhibition, % at 12.6 µM | actives 0.086% (n = 350,000);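 active means mean inhibition across replicates of 30% or more, regardless of how many single replicates reach that level; inconclusive means mean under 30% yet at least half of replicates reach 30%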;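 further: positive control wells lacked labelled fibronectin entirely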
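test system = AH1F fibroblasts assembling fluorescent fibronectin matrix | quantity = 10000 AH1F cells per well | buffer or medium = DMEM plus 2% serum, read in PBS | doses = single dose, pinned | incubation = 1 h cell attachment, overnight exposure to compound and label | detection = fluorescence at 485 nm excitation, 525 nm emission | read-out basis = inhibition from reduced deposited-fibronectin fluorescence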
EWS-Fli inh – EWS/Fli-driven NR0B1 reporter inhibitors, primary screen, A673 cells, NR0B1 luciferase, luminescence, MLPCN library; viability-normalised; inhibition, % at 12.6 µM; actives 0.67% (n = 350,000);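 active means mean inhibition of at least 50% after viability correction, with every replicate also passing that limit; inconclusive means mean reaches 50% but only one of two replicates passes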;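 further: firefly luciferase signal divided by Alamar Blue viability fluorescence both relative to DMSO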
LGR2 inh – inhibitors of bursicon-induced LGR2 CRE-luciferase signal, primary screen, cell-based, HEK293, CRE-luciferase reporter, bursicon stimulation. Drosophila bursicon receptor LGR2 (rickets). bursicon-stimulated, 4 h. inhibition, % at 9.99 µM. actives 0.35% (n = 380,000);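 active means drop in luminescence signal, shown as inhibition above about 50% in the replicate tests, limit read from the data, passing the limit was not always enough; inconclusive means probably only some replicates passing the limit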;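 further: agonist challenge used bursicon conditioned medium at about half maximal strength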
PGC1a acetyl inh – inhibitors of PGC1a acetylation signal, primary screen, cell-based, U2OS, AlphaScreen, inhibitor mode. AID 651687, 2012. inhibition, % at 15.6 µM. AlphaScreen anti-acetyl-lysine; with virally co-expressed GCN5 acetyltransferase. actives 0.17% (n = 350,000);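 active means every replicate shows inhibition of at least 40%; inconclusive means mean inhibition at least 40% but some replicate below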;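 further: 0% = neutral control wells and 100% = positive control wells; some results beyond the cut were filed as inactive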
Cneo AK release – Cryptococcus neoformans cell lysis inducers, primary screen, AK release luminescence, single concentration; C. neoformans lysis, adenylate kinase release luminescence, 4 h; normalised: neutral wells 0, clomiphene wells 100; lysis activity, % at 15 µM; actives 0.2% (n = 360,000);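 active means mean lysis activity across replicates of at least 80%, whatever share of replicates individually reach that level; inactive means mean lysis activity below 80%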
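Test system: log-phase Cryptococcus neoformans yeast cells. Input: 5 × 10^6 yeast cells/mL. Medium: fresh YPD growth medium. Doses: single dose. Incubation: static 4 h at 37 °C with compound, 1 h detection. Measured by: luminescent adenylate kinase detection reagent. Read-out: signal increase indicating cell lysis. Benchmarks: Clomiphene.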
miR-122 sensor – miR-122 Renilla sensor signal increase in Huh7, primary screen, miR-122 inhibitor project, cell-based, single point, plate reader | Huh7 miR-122 Renilla luciferase sensor, 48 h; neutral wells = 0, positive control = 100 | activation (reporter increase), % at 12.5 µM | actives 0.3% (n = 340,000) | AID 602342, 2012;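 active means mean replicate activation score at least 90 and every replicate individually at or above 90; inconclusive means only one of the two criteria met; inactive means neither criterion met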;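 further: higher luciferase means less miR-122 activity so hits act as miR-122 inhibitors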
An asterisk follows results filed as active; ? = inconclusive; . = no result given; & = joins results of further samples; [ ] = dose if it differs, or a comment.

molecule	PAX8 reporter	Casp6 inh	FN deposition inh	EWS-Fli inh	LGR2 inh	PGC1a acetyl inh	Cneo AK release	miR-122 sensor
CC1=C(C(=O)Nc2cccc(C(=O)NCc3ccccc3C)c2)SCCO1	-2	-1	2	.	11	1	-1	5
O=C(C[C@@H]1CC[C@H](NC(=O)CN2CCOCC2)[C@@H](CO)O1)NC1CCCCC1	-13	2	11	1	2	-3	-3	.
O=S(=O)(NCCN1CCOCC1)c1cccs1	12	1	-1	0	11	2	-1	-6
N#C[C@H]1[C@@H](c2ccc(/C=C/c3ccccc3)cc2)[C@@H](CO)N1C(=O)C1CCCCC1	-3	0	6	-2	5	-4	-3	.
Oc1cccc(C2c3[nH]c4ccccc4c3CCN2Cc2ccoc2)c1 (configuration not stated)	36	-1	0	16	39	.	.	.
CO[C@@H]1CC[C@H]2CCOc3ccc(C#N)cc3C(=O)N(C)CCCC(=O)N(C)C[C@H]1O2	-2	5	-2	-6	-3	.	2	.
C=CCOc1c(CNc2ncn[nH]2)cccc1OC	.	.	.	.	19	10	0	-4
CCOc1ccccc1C(=O)OCC(=O)Nc1cc(Cl)ccc1Oc1ccccc1	13	1	-8	-11	4	1	.	1
COc1ccccc1NC(=O)CCc1nnc2ccc(N3CCN(C)CC3)nn12	-2	-7	5	.	14	-9	5	-6
N#Cc1ccccc1COC(=O)c1ccc2c(c1)OCO2	-122	3	4	4	-50	3	-4	10
COC(=O)c1ccccc1NC(=O)CN(C)S(=O)(=O)c1cc(C)ccc1OC	.	.	.	.	-3	-18	-1	-5
CCCCc1ccc(-n2c(Cc3cccs3)n[nH]c2=S)cc1	11	9	-20	15	-12	.	.	.
CCOc1ccc2[nH]c(=O)c(CN(CCN3CCCC3)C(=S)Nc3ccccc3OCC)cc2c1	4	1	2	55*	3	-6	.	.
CC(=O)N1CCC(C(=O)N2CCN(S(=O)(=O)c3cccs3)CC2)CC1	3	-1	.	4	1	3	4	25
CCc1c(O)nc(SCC(=O)c2ccccc2)n(-c2ccccc2)c1=O	-13	2	8	-5	-2	0	4	1
CO[C@@H]1CN(C)C(=O)c2cc(NC(=O)C3CCCC3)ccc2OC[C@H](C)N(C(=O)CC2CC2)C[C@@H]1C	.	1	.	0	2	-1	51	-16[16.7 µM]
COCCCNC(=S)NNC(=S)NCCCOC	-30	-4	2	7	-1	3	0	-4
CC(=O)N1CCc2cc(Br)cc(S(=O)(=O)N3CCCCC3)c21	5	-5	1	-25	-4	9	5	8
Cc1cc(S(=O)(=O)Nc2c(C)ccc3nsnc23)ccc1F	.	-4	.	-6	-8	-7	0	31
Cc1cccc(NC(=O)N2CCCC2C(=O)Nc2ccccc2)c1 (configuration not stated)	-3	-4	3	13	-37	6	0	-1
COc1ccccc1CNC(=O)C[C@@H]1CC[C@@H]2[C@H](COC[C@@H](O)CN2C(=O)Nc2ccccc2)O1	8	0	-3	2	23	5	-2	1[16.7 µM]
COc1ccc(NC(=O)Nc2cccc3c2O[C@@H](CN(C)C(=O)Nc2ccc(F)cc2)[C@H](C)CN([C@H](C)CO)C3=O)cc1	13	3	-9	6	-2	-9	-1	-2[16.7 µM]
C/C=C/c1ccc2c(c1)O[C@@H](CN(C)C(=O)Cc1ccncc1)[C@H](C)CN([C@H](C)CO)S2(=O)=O	-2	3	.	-3	-2	-4	2	-3[16.7 µM]
Cc1nc2cc(Cc3ccccc3)ccc2o1	5	0	-9	-7	-8	.	.	.
Cc1cc([N+](=O)[O-])c2ccccc2c1NS(=O)(=O)c1ccccc1	8	1	17	-8	18	-3	1	-7
Cc1ccc(NC(=O)C2(C)CCN2C(=O)Cc2ccccc2)cc1C (configuration not stated)	3	4	1	-4	4	0	-2	-2
O=C(N/N=C/c1cc(Br)cc(Br)c1O)c1ccncc1	?	-1	2	-1	19	.	.	.
COc1cccc(-c2nn3c(-c4ccco4)nnc3s2)c1	.	.	-5	.	.	10	-1	2
CC1=CC2=NC(=O)/C(=C\c3cc(C)n(-c4ccccc4)c3C)C(=N)N2O1	-27	-1	8	-23	-10	-12	4	-4
Cc1ccc(NC(=O)COC(=O)Cn2c(C)csc2=O)cc1S(=O)(=O)N1CCOCC1	3	-3	.	7	-19	2	0	6
C[C@@H]1CN([C@H](C)CO)C(=O)c2cccc(NS(=O)(=O)c3ccccc3)c2O[C@@H]1CN(C)Cc1ccc(C(=O)Nc2ccccc2N)cc1	27	1	.	29	-7	-9	.	.
O=C(N[C@H]1CC[C@@H](CCNS(=O)(=O)c2cccc(Cl)c2)O[C@@H]1CO)c1ccc(F)cc1	0	2	-2	-1	9	-18	4	.
COCC(=O)N1[C@H](CO)[C@H]2c3ccccc3N(C(=O)c3ccccc3)C[C@H]21	-23	0	.	6	-8	1	49	4[16.7 µM]
COc1ccccc1NC(=O)N1C[C@H](O)COC[C@@H]2O[C@H](CC(=O)NCc3ccccc3)CC[C@H]21	-7	-3	-3	-1	5	-19	0	1[16.7 µM]
COc1ccc(NC(=O)Nc2ccc3c(c2)C(=O)N([C@@H](C)CO)C[C@H](C)[C@H](CN(C)C(=O)C2CCCCC2)OCCCC[C@H](C)O3)cc1	11	-3	.	7	-13	0	2	-2[16.7 µM]
Cc1cc(C)nc(SCc2nnc(SCC(=O)Nc3ccc(C)c(C)c3)n2Cc2ccco2)n1	6	.	.	.	.	1	0	-3
CCCCN(C(=O)COc1ccc(F)cc1)c1c(N)n(CC(C)C)c(=O)[nH]c1=O	-28	0	0	-2	14	1	1	-1
CC(N=C1NS(=O)(=O)c2ccccc21)C(=O)Nc1ccc(F)cc1Cl (configuration not stated)	-11	-13	0	2	-19	-3	1	-7
CCCNC(=O)C1(C)CCCN(Cc2ccc(C(=O)OCC)o2)C1 (configuration not stated)	-1	-1	-2	-5	10	2	0	3
COc1ccc(NC(=O)N2C[C@@H]3N[C@H](C2)C3c2ccc(-c3cncnc3)cc2)cc1 (some centres not stated)	-26&-2	1&0	2&1	1&14	-10&14	1&19	.	.
COc1cc(C(=S)N2CCCCC2)ccc1OCC(=O)Nc1ccccc1Cl	-11	2	5	-8	-10	-4	0	2
COc1ccc(-c2nc(CCl)cs2)cc1	-74	0	1	0	-23	-11	.	.
CCOC(=O)[C@]12CCCC=C1N(Cc1ccc(Cl)cc1Cl)C(=O)[C@H](CC(=O)N1CCOCC1)C2	7	4	-1	8	1	.	.	.
C=CCOc1ccccc1CN(CCc1ccccc1)C(=O)c1cccc(S(C)(=O)=O)c1	3	0	6	6	-10	.	-1	6
CN(NC(=O)c1ccc(Cl)cc1)c1cccc(Cl)n1	-2	.	2	.	.	-9	0	-27
O=C(COC(=O)CCc1nc2ccccc2s1)Nc1ccc(S(=O)(=O)N2CCOCC2)cc1	.	.	6	.	.	-1	2	-4
CCCCC(CC)COC(=O)c1ccc(N(C)C)cc1 (configuration not stated)	.	-2	.	-1	-3	-22	0	-2
Cn1c(NC(=O)c2ccco2)cc(=O)n(C)c1=O	.	2	.	6	-1	8	1	2
COCC#Cc1ccc([C@@H]2[C@H]3CN(Cc4cccnc4)CCCCN3[C@H]2CO)cc1	-4	-30	-7	-2	6	4	-1	3[16.7 µM]
CC1CCN(C(=S)c2ccc(-c3ccc(Cl)cc3Cl)o2)CC1	-7	-1	5	-100	.	.	.	.
COc1ccc(NC(=O)N(C)C[C@@H]2Oc3ccc(NC(=O)Nc4ccc(F)cc4)cc3C(=O)N([C@@H](C)CO)C[C@@H]2C)cc1	.	2	.	-15	-1	5	1	-7[16.7 µM]
CN(CCc1ccccn1)C(=O)CCC1CCCN(C(=O)CN2CCCCCC2)C1 (configuration not stated)	9	-84	.	0	-6	1	2	2
O=C(CN1CCC(NC(=O)c2ccco2)CC1)Nc1ccccc1C(F)(F)F	18	-1	12	5	2	0	0	3
COc1cc(NC(=O)C2=C(N3CCOCC3)/C(=C\c3ccc(Cl)cc3Cl)CC2)cc(OC)c1OC	18	-2	-5	14	-8	3	2	-2
Cc1cccc(OCc2nnc(SC(C)C(=O)Nc3ccc(N4CCOCC4)cc3)o2)c1 (configuration not stated)	8	1	4	1	-3	7	-1	-3
Oc1ccc(-c2csc(Nc3cccc4ccccc34)n2)cc1O	12	43*	5	20	8	.	-1	.
Cc1ccc(NC(=O)Cn2nc(C)c([N+](=O)[O-])c2C)cc1Cl	8	-1	.	3	8	.	.	.
Cc1ccc(NC(=O)CN(C)C(=O)CCSc2ccc(F)cc2)cc1	6	2	1	-1	10	-17	2	-2
CN(C)C(=O)c1cccc(-c2ccc([C@@H]3[C@@H](C#N)N(C(=O)C4CCC4)[C@H]3CO)cc2)c1	-11	2	-15	9	5	-8	1	.
C[C@H](CO)N1C[C@H](C)[C@@H](CN(C)C(=O)c2ccncc2)Oc2cc(-c3cccc(C#N)c3)ccc2S1(=O)=O	-11	0	.	5	0	6	3	-1[16.7 µM]

Printed as active in Casp6 inh, of those listed so far:
SMILES	Casp6 inh	LGR2 inh	PGC1a acetyl inh	miR-122 sensor
Oc1ccc(-c2csc(Nc3cccc4ccccc34)n2)cc1O	43*	8	.	.

The listing continues:
molecule	PAX8 reporter	Casp6 inh	FN deposition inh	EWS-Fli inh	LGR2 inh	PGC1a acetyl inh	Cneo AK release	miR-122 sensor
CC1CCCCN1Cc1c(C#N)c2ccccc2n1C (configuration not stated)	.	.	.	.	-4	5	-1	-6
Cc1ccc(NC(=O)c2ccc(S(=O)(=O)N3CCC(C)CC3)cc2)cc1	19	.	0	.	.	-20	6	11
CS(=O)(=O)Nc1ccc(C(=O)N2CCCCC2)cc1	.	2	.	7	-2	-8	-1	4
O=C(C[C@H]1C[C@H]2c3cc(NC(=O)Nc4ccc(C(F)(F)F)cc4)ccc3O[C@H]2[C@@H](CO)O1)NCCc1ccccc1	-27	0	-4	3	19	7	-9	0[16.7 µM]
COc1cccc(NC(=O)c2cc([N+](=O)[O-])ccc2NC(=O)CNCC2CCCO2)c1 (configuration not stated)	26	1	-9	10	3	.	.	.
C[C@H]1NS(=O)(=O)c2cc(Cl)ccc2O[C@@H]1c1ccccc1	-1	3	2	1	-5	-6	1	-1
NC(=O)C1=CN(Cc2ccc(Cl)cc2)CCC1C(F)(F)F (configuration not stated)	7	0	4	-6	6	4	-2	-4
